Vif-A3G inh: blocks the Vif interaction with human APOBEC3G; HeLa A3G-eYFP + Vif (tagged APOBEC3G with the HIV-1 protein that degrades it), YFP fluorescence, overnight; Potency, µM (highest dose often 46.1 µM), without a hit: top-dose activity, negative = active, actives largely listed as inhibitors; hit rate 0.076% among 410,000; AID 602310;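 note: % is set by controls: 0 for no effect and ±100 for the full control effect; nearly all actives have a fitted effect of over 60% in size; hits raise eYFP signal because A3G escapes Vif-driven loss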
Target sequence (Q9HC16 whole entry, looked up): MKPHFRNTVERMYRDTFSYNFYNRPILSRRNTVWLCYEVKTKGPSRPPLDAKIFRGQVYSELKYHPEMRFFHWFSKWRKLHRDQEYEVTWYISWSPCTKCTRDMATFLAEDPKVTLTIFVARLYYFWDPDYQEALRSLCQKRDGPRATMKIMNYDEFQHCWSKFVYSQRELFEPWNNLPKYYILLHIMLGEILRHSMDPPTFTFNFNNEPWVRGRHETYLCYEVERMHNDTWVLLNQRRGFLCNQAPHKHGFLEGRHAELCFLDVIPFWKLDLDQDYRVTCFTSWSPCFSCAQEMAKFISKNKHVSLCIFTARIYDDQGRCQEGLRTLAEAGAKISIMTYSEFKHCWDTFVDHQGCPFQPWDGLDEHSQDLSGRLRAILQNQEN
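Read-out is eYFP fluorescence (Ex 488/Em 500-530) from Vif-expressing HeLa A3G-eYFP cells; more signal means A3G escaped Vif-mediated degradation. Cells plated overnight, compound pinned in, incubated overnight at 37 deg C.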
USP1 inh: inhibitors of human USP1/UAF1 deubiquitinase; O94782; recombinant USP1/UAF1, Ub-Rhodamine cleavage fluorescence; Potency, µM (doses to about 57.1 µM), without a hit: at the top dose activity change, negative = inhibition, hits mostly inhibitors; hit rate 0.23% among 390,000; note: % is set by controls: 0 for no effect and ±100 for the full control effect; nearly all actives have a fitted effect of over 60% in size; inactives centre near -12
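USP1/UAF1 complex (1 nM) preincubated 15 min at room temperature with compound, then Ub-Rho substrate (150 nM final) added. Kinetic fluorescence at 480/540 nm over 6 reads at 60 s intervals; 50 mM HEPES pH 7.8, 0.5 mM EDTA, 0.1 mg/ml BSA, 1 mM TCEP, 0.01% Tween-20.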
rTrxR1 inhibitor: rat TrxR1 inhibition | hit rate 1% among 390,000 | O89049 | AID 588453 | Potency, µM (top dose mostly 114 µM), inactives show top-dose activity change, negative = inhibition, actives largely listed as inhibitors | recombinant rTrxR1, NADPH fluorescence consumption, selenite substrate; note: % is set by controls: 0 for no effect and ±100 for the full control effect; nearly all actives have a fitted effect of over 65% in size
Target sequence (O89049 whole entry, looked up): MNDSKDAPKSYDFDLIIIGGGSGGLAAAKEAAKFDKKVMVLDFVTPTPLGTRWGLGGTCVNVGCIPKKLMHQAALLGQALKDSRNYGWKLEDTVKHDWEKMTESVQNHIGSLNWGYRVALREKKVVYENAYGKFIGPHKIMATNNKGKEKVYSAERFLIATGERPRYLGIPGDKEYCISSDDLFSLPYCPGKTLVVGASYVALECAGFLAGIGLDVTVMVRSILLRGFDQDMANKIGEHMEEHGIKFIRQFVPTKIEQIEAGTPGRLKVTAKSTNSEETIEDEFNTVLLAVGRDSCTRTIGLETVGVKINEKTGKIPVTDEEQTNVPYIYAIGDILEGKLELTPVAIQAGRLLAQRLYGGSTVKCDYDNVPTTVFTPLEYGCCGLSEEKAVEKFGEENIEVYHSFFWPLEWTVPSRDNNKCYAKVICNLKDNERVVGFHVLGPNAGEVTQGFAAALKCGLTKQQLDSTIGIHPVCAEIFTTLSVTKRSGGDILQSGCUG
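Rat TrxR1 (90 nM in the dispensed reagent) was pre-reduced with 400 uM NADPH for 5 min at room temperature, then incubated with compound for 15 min. After 400 uM selenite was added, NADPH fluorescence (Ex 340/Em 450 nm) was followed for 8 min.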
RXFP1 agonist: agonists of human relaxin receptor RXFP1 | Potency, µM (top dose mostly 57.5 µM), for the others: at the highest dose activation, actives largely listed as activators | AID 2676 | hit rate 0.3% among 370,000 | Q9HBX9 | HEK293T-RXFP1 cAMP TR-FRET, 30 min; response scale: percent of porcine relaxin response, buffer zero; note: % is set by controls: 0 for no effect and ±100 for the full control effect; nearly all actives have a fitted effect of over 60% in size; many of its hits are not listed in these tables
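Agonist response is measured as cAMP accumulation in an RXFP1-transfected HEK293T line under PDE4 inhibition. Values are scaled between buffer-only and 29 nM porcine relaxin, and EC50s come from standard Hill equation fits.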
RGS4 inh: inhibitors of human regulator of G protein signaling 4; Potency, µM (series often up to 114 µM), inactives show at the top dose activity change, negative = inhibition, most hits filed as inhibitors; P49798; hit rate 0.039% among 390,000; Transcreener GDP fluorescence polarization, RGS4-accelerated GTP hydrolysis; note: % is set by controls: 0 for no effect and ±100 for the full control effect; nearly all actives have a fitted effect of over 75% in size; some results filed as inactive show a strong effect at the top dose
Target sequence (P49798 whole entry, looked up): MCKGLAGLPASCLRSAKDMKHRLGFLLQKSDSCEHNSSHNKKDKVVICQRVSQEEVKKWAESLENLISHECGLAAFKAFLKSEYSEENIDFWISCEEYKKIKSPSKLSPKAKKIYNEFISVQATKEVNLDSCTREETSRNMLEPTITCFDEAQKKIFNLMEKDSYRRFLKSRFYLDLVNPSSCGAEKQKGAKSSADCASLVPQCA
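MLSMR compounds (23 nl, pin-transferred) preincubated 10 min at room temperature with a 500nM (2x) first reagent, then RGS4 at 900nM (2x) plus Transcreener GDP mix added; fluorescence polarization (620/688 nm) read before and after 90 min at 30 °C.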
12-LOX inh: blocks human arachidonate 12S-lipoxygenase; purified 12hLO, xylenol orange hydroperoxide absorbance; Potency, µM (top dose mostly 108 µM), inactives show top-dose activity change, negative = inhibition, actives largely listed as inhibitors; hit rate 1.1% among 580,000; note: % is set by controls: 0 for no effect and ±100 for the full control effect
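Hydroperoxide product was detected by ferrous iron/xylenol orange as the 573 to 405 nm absorbance ratio. Arachidonic acid at 40 uM (final) was turned over for 30 min at room temperature by 150 nM human 12hLO, pH 7.0 Hepes buffer, after 15 min compound preincubation.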
Vif-A3F inh: Vif-A3F binding inhibition; HeLa A3F-eYFP + Vif (tagged APOBEC3F with the HIV-1 protein that degrades it), YFP fluorescence increase; AID 602313; hit rate 0.2% among 390,000; Potency, µM (titrated, usually from 46.1 µM), for inactives: at the highest dose activity, negative = active; note: % of control where 0% means no effect; nearly all actives have a fitted effect of over 65% in size
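HeLa cells stably expressing Vif plus C-terminally eYFP-tagged A3F were seeded, incubated overnight at 37 deg C, dosed with compound, incubated overnight again at 37 deg C. Yellow fluorescence (Ex 488/Em 500-530) reported blocked Vif-mediated A3F-eYFP degradation.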
TrxR1 substrate: substrates of rat thioredoxin reductase 1; hit rate 0.01% among 390,000; purified TrxR1 substrate turnover, NADPH consumption readout; Potency, µM (titrated, usually from 114 µM), for inactives: at the highest dose activity change, negative = substrate turnover; AID 588456; O89049; note: % is set by controls: 0 for no effect and ±100 for the full control effect; nearly all actives have a fitted effect of over 50% in size
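Rat TrxR1, dispensed at 90 nM, was prereduced with 400 uM NADPH (final) for 5 min at ~22 deg C, then incubated with compound 15 min before 400 uM selenite. A first-read NADPH fluorescence drop versus no-compound background flagged substrates.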
IDH1 R132H inh: blocks human mutant IDH1 R132H enzyme; IDH1-R132H enzyme, NADPH consumption, diaphorase/resazurin fluorescence; AID 602179; hit rate 0.093% among 390,000; Potency, µM (top dose mostly 76.6 µM), inactives show at the top dose activity change, negative = inhibition, most hits filed as inhibitors; O75874; note: % is set by controls: 0 for no effect and ±100 for the full control effect; nearly all actives have a fitted effect of over 65% in size
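IDH1-R132H (0.5 ug/mL) preincubated 30 min with compound, then NADPH (0.016 mM) and alpha-KG (2 mM) added; 80 min at RT, pH 7.5. Remaining NADPH coupled via diaphorase/resazurin to fluorescence (540/590 nm); concentration-response curves normalized to no-enzyme control.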
The depositor's hits bear a star; ? = inconclusive; . = no result given; [ ] = dose if it differs, or a comment. Calls come from the whole dose curve; as a rule, active = well fitted curve in the direction sought with a large enough effect; inconclusive = small, poorly fitted or top-dose-only effect, or another doubt; inactive = no such curve, though single readings can be large; an effect the other way counts as inactive or inconclusive. Potency is the fitted concentration of half-maximal effect. A portion of the library (hit frequency here may not be typical).

Every second line gives: Vif-A3G inh	USP1 inh	rTrxR1 inhibitor	RXFP1 agonist	RGS4 inh	12-LOX inh	Vif-A3F inh	TrxR1 substrate	IDH1 R132H inh
> CCCNC(=O)c1ccc2c(c1)C1C3CCC(C3)C1C(c1ccccc1)N2 (configuration not stated)
 : 3.5%	-14.7%	15.2%	-2.0%	-15.0%	3.9%	-0.7%	3.3%	-0.6%
> Cc1noc(C)c1CSc1nnc(-c2c[nH]c3ccccc23)n1-c1ccc(Cl)cc1
 : -5.2%	-2.7%	-12.8%[57.1 µM]	1.1%	-6.7%	0.0%	0.0%	6.6%[57.1 µM]	-2.7%
> CCOC(=O)CC[C@H](NC(=O)Cn1cnc2c(OCc3ccccc3)ncnc21)C(=O)OCC
 : -8.3%	-25.9%	26.5%	.	-2.4%	-6.6%	0.8%	3.5%	-6.2%
> CC(=O)Nc1ccc(NC(=O)C(C)OC(=O)/C=C/c2cnc3ccccc3n2)cc1 (configuration not stated)
 : 2.0%	-12.6%	10.1%	-19.0%	15.3%[56.9 µM]	6.0%	4.1%	-6.2%	0.0%
> COc1ccc(CCNC(=O)Cn2c(=O)cc(C(F)(F)F)c3c(C)nn(C)c32)c(OC)c1
 : 4.4%	-25.1%	-1.7%[57.1 µM]	27.1%	-16.0%	-3.6%	1.1%	-3.5%[57.1 µM]	0.0%
> COc1ccccc1Cn1nnc2c(=O)[nH]c(C3CCN(C(=O)c4ccc(F)cc4)CC3)nc21
 : 0.4%	-11.7%	4.0%[57.1 µM]	-2.9%	-20.1%	-13.2%	8.5%	12.9%[57.1 µM]	5.6%
> CCOc1ccccc1C(=O)N1CCN=C1SC
 : -0.2%	-0.9%	5.7%	0.1%	-14.2%	2.2%	.	-1.6%	3.1%
> CCOc1ccccc1C1N(c2ccc(F)cc2)C(=O)C2CCCN21 (configuration not stated)
 : 1.0%	-4.5%	-3.8%	0.2%	-30.1%	0.0%	-3.4%	-9.0%	3.0%
> CCOC(=O)C1=C(C)Nc2nnnn2C1c1ccc(OC)c(Br)c1 (configuration not stated)
 : -1.1%	-4.2%	0.1%[57.1 µM]	4.8%	-0.1%	-23.4%	5.5%	-1.7%[57.1 µM]	12.1%
> C=Cc1ccc(CSc2nnc(C)n3c2cc2occc23)cc1
 : 3.2%	-17.6%	14.2%	6.3%	-12.9%	?	0.1%	-0.3%	13.1%
> COc1cc(O)c(CCC(=O)c2cc(OC)c(OC)c(OC)c2)c(OC)c1
 : -1.1%	-13.6%	-5.4%	1.7%	11.7%	-5.5%	0.3%	-9.2%	8.7%
> CC(=O)c1cccc(NS(=O)(=O)c2ccc(N/C=C\C(=O)c3ccc(F)cc3)cc2)c1
 : -0.4%	-18.0%	9.8%[57.1 µM]	-0.4%	-15.0%	-5.7%	-7.2%	5.6%[57.1 µM]	0.6%
> Cc1cc(C)nc(N2CCCC(C(=O)NCCc3cccc(F)c3)C2)n1 (configuration not stated)
 : 3.5%	-13.5%	8.7%	4.6%	-11.2%	7.6%	-4.4%	4.2%	1.1%
> CNCCCOc1cccc(Oc2ccccc2)c1
 : 0.2%	-9.6%	4.0%[57.1 µM]	-0.7%	-2.7%	?	-11.2%	0.1%[57.1 µM]	-11.1%
> Cc1cccc(NC(=O)CSCC(=O)N=c2sccn2C)c1
 : 1.4%	-3.7%	-6.7%[57.1 µM]	-0.1%	-9.5%	-2.9%	-13.6%	1.9%[57.1 µM]	-3.7%
> C/C(=N\NS(=O)(=O)c1ccccc1)c1ccccc1
 : -0.1%	-12.3%	12.2%[57.1 µM]	-4.3%	-27.8%	-29.7%	2.1%	10.8%[57.1 µM]	-0.8%
> CCCCNC(=S)NNC(=O)c1csc(CC)c1
 : 0.7%	?	-15.6%	1.3%	9.8%	0.0%	.	-5.6%	7.1%
> Cc1ccc2c(c1)C=CC(C)N2C(=O)c1ccccc1 (configuration not stated)
 : -16.6%	-22.2%	12.9%	0.5%	-2.9%	0.0%	-0.4%	1.9%	7.7%
> COc1ccc(S(=O)(=O)NCCSC(C)(C)C)cc1Cl
 : 0.9%	-5.2%	5.8%	0.0%	-21.1%	-15.3%	-5.9%	1.1%	-6.2%
> COC(=O)CSc1nc(-c2ccccc2)cc(-c2ccco2)c1C#N
 : -9.5%	-16.4%	-17.0%	5.1%	-16.8%	0.0%	-10.4%	11.8%	3.3%
> Cc1csc(NC(=O)CSc2nncn2C)n1
 : -0.6%	-12.3%	11.3%[57.1 µM]	1.0%	15.4%	56.8%[activator]	5.4%	-6.6%[57.1 µM]	6.5%
> CCN(CCn1cccn1)Cc1cn[nH]c1-c1ccc(OC)cc1F
 : -7.1%	-3.9%	4.8%	5.5%	-11.6%	14.5%	-23.2%	4.2%	-1.9%
> COC(=O)/C(=C\C=C\c1ccccc1)NC(=O)c1ccccc1
 : -0.5%	-6.3%	31.8%[57.1 µM]	0.6%	?	22.7%	1.4%	7.1%[57.1 µM]	8.8%
> O=C1NC(=S)S/C1=C\c1ccc(SCc2ccccc2)o1
 : -21.7%	-11.7%	25.1µM*	1.5%	?	12.6µM*	-16.1%	0.2%	-3.5%
> CC1(C)Cc2cccc(OCC(=O)OCC(=O)Nc3ccc(S(N)(=O)=O)cc3)c2O1
 : -2.0%	-29.5%	.	.	.	?	-2.0%	.	8.4%
> CCCOc1cccc(C2c3c(oc4cc(C)c(C)cc4c3=O)C(=O)N2CCCN2CCOCC2)c1 (configuration not stated)
 : 3.6%	-29.2%	29.8%	5.2%	0.3%	-29.2%	6.5%	3.8%	?
> O=C(O)/C=C\C(=O)Nc1ccccc1C(=O)NCc1ccccc1
 : -13.5%	-4.9%	0.4%	0.8%	12.7%	?	.	41.5%[activator]	13.6%
> CCc1noc(C)c1C(=O)OC(C)C(=O)NCc1ccc(OC)cc1 (configuration not stated)
 : -1.3%	-12.9%	13.7%	0.3%	1.7%	-11.0%	-10.3%	-0.7%	19.4%
> Cc1ccc(C(=O)COC(=O)CSc2cccc3cccnc23)c(C)c1
 : 3.0%	-17.6%	6.8%	.	?	-9.2%	-1.4%	17.9%	3.0%
> CC(Oc1ccc(Br)cc1)C(=O)Nc1ncn[nH]1 (configuration not stated)
 : 0.3%	-10.5%	4.5%	5.7%	4.8%	-6.6%	-4.4%	-3.6%	7.3%

Overlap with the part before: four compounds; new compounds follow.
Every second line gives: Vif-A3G inh	USP1 inh	rTrxR1 inhibitor	RXFP1 agonist	RGS4 inh	12-LOX inh	Vif-A3F inh	TrxR1 substrate	IDH1 R132H inh
> O=C(O)/C=C\C(=O)Nc1ccccc1C(=O)NCc1ccccc1
 : -13.5%	-4.9%	0.4%	0.8%	12.7%	?	.	41.5%[activator]	13.6%
> CCc1noc(C)c1C(=O)OC(C)C(=O)NCc1ccc(OC)cc1 (configuration not stated)
 : -1.3%	-12.9%	13.7%	0.3%	1.7%	-11.0%	-10.3%	-0.7%	19.4%
> Cc1ccc(C(=O)COC(=O)CSc2cccc3cccnc23)c(C)c1
 : 3.0%	-17.6%	6.8%	.	?	-9.2%	-1.4%	17.9%	3.0%
> CC(Oc1ccc(Br)cc1)C(=O)Nc1ncn[nH]1 (configuration not stated)
 : 0.3%	-10.5%	4.5%	5.7%	4.8%	-6.6%	-4.4%	-3.6%	7.3%
> CN(CC(=O)Nc1cccc(F)c1)C(=O)C1CSC2(C)CCC(=O)N12 (configuration not stated)
 : -0.3%	-1.3%	15.2%	-2.3%	16.6%	-12.0%	0.9%	-0.4%	1.6%
> COC(=O)Cn1nnc(N2CCOCC2)n1
 : 0.0%	-10.4%	11.4%	1.6%	-0.7%	309.1%[activator]	1.4%	3.0%[57.1 µM]	-4.3%
> Nc1cccc2c3c(oc12)CCCC3
 : -4.9%	-6.3%	7.8%	2.8%	-0.9%	?	-17.7%	4.6%	2.9%
> CC1CCCCN1C(=O)CNCc1ccc(F)cc1 (configuration not stated)
 : 1.0%	-4.2%	-9.7%[57.1 µM]	0.9%	-1.9%	?	-6.8%	6.0%[57.1 µM]	-9.3%
> CC(=O)Nc1ccc2c(c1)nc1n2CCOC1
 : 0.0%	-2.9%	5.2%	4.7%	-13.0%	-9.9%	-0.4%	10.4%	-1.3%
> CC(=O)N1C[C@H]2CON(C)[C@H]2C[C@H]1c1ccc(-c2ccccc2)cc1
 : -9.2%	-5.5%	.	.	.	-9.7%	-1.6%	.	-1.5%
> COc1ccc(C(=O)NC(C)c2ccncc2)cc1S(=O)(=O)N(C)Cc1ccccc1 (configuration not stated)
 : -1.0%	-16.1%	8.4%	0.2%	13.9%	26.8%	-4.7%	-2.2%	-4.7%
> COc1ccc(-c2ccnc3ncnn23)cc1
 : -2.3%	-10.8%	-65.9%	17.4%	6.8%	-1.0%	5.2%	252.1%[activator][57.1 µM]	0.8%
> Cc1ccc(C(=O)NCCONC(=O)c2ccc(C)cc2)cc1
 : -9.9%	-8.4%	15.7%	-0.2%	13.3%	0.0%	-6.0%	3.4%	7.3%
> COC(=O)c1ccc(NC(=S)NN2CCCCC2c2cccnc2)cc1 (configuration not stated)
 : -6.7%	-17.7%	-11.9%	-2.3%	-5.4%	3.3%	-3.6%	0.6%	6.7%
